SMARCA2 act: activators of SMARCA2 function; MG213 cells, MMTV-luciferase reporter, dexamethasone, overnight; activation, % at 9.1 µM; 370,000 compounds, 1% hits; AID 652017; in the data active = activation above about 7.8%;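 note: 0% = vehicle wells and 100% = reference activator wells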
sPLA2-III inh: Blocks human group III sPLA2 activity | Q9NZ20 | QFRET BODIPY PC-A2 liposome hydrolysis, fluorescence | inhibition, % at 12.2 µM | 370,000 compounds, 0.56% hits | AID 743126;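 active = inhibition above mean plus 3 SD of compounds lying within the high and low control bounds, cut at about 19% in these data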;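 note: 0% = median of test compound wells and 100% = no enzyme DMSO wells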
Target sequence (Q9NZ20 whole entry, looked up): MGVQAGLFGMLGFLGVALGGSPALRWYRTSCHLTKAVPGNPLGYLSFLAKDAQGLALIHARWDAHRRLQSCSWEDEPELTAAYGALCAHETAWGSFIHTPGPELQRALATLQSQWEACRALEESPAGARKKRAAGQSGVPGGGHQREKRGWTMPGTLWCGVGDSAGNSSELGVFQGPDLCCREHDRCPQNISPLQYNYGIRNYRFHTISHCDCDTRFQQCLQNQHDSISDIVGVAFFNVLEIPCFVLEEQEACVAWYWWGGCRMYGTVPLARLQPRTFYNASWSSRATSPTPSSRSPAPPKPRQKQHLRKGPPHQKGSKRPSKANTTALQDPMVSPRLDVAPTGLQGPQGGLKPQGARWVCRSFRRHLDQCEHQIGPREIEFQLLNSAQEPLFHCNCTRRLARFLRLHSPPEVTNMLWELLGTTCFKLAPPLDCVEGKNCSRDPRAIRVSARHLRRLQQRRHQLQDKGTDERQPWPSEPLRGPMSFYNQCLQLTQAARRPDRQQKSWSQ
hgDAF12 agonist: activates the H. glycines DAF-12 receptor ligand-binding domain | 370,000 compounds, 1.8% hits | HEK293 GAL4-hgDAF12 UAS-luciferase reporter, agonist luminescence; normalized to butyrate control | activation, % at 6.8 µM | AID 687014;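 active = activation above a cutoff set at the mean of all screened compounds plus 3 SD, cut at about 10% in these data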;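 note: 0% = DMSO wells and 100% = sodium butyrate wells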
hcDAF-12 act: H. contortus DAF-12 activation, primary screen; HEK293 hcDAF-12 lit1-tk-luc reporter, luminescence; 0% DMSO, 100% Δ7-dafachronic acid; activation, % at 6.8 µM; 370,000 compounds, 1.4% hits;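 active = activation above the mean of all tested compounds plus 3 SD, cut at about 5.5% in these data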;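 note: 100% = response to 3 µM Δ7-dafachronic acid high control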
NPR1 activator: GC-A (human) enzyme activation; P16066; HEK293 GC-A cells, cGMP TR-FRET, EC30 ANP; 0% at EC30 ANP, 100% saturating ANP; activation, % at 10 µM; 370,000 compounds, 0.14% hits; AID 1671463; in the data active = activation above about 40%
FXN GAA850 act: increases GAA850 frataxin promoter reporter activity. AID 540364. 360,000 compounds, 0.56% hits. HEK293 lucGAA850 FXN promoter luciferase reporter, 24 h; percent of 10 µM SAHA response. activation, % at 6 µM;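 active = activation above the average of all compounds screened plus 3 SD, cutoff fixed separately per campaign, cut at about 7.5% in these data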;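 note: 0% = DMSO wells and 100% = 10 µM SAHA wells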
DAX1 inh-1: inhibitors of human orphan nuclear receptor DAX1 (NR0B1); AID 504766; 340,000 compounds, 0.99% hits; HEK293 Gal4-DAX1 luciferase reporter, luminescence; P51843; inhibition, % at 6.75 µM;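 active = inhibition above the mean over all tested compounds plus 3 SD, cut at about 4.2% in these data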;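 note: 0% = DAX1-transfected cells with DMSO and 100% = empty-vector control cells with DMSO; inhibition shows as a rise in luminescence from relieved DAX1 repression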
Target sequence (P51843 207-470 limits assumed): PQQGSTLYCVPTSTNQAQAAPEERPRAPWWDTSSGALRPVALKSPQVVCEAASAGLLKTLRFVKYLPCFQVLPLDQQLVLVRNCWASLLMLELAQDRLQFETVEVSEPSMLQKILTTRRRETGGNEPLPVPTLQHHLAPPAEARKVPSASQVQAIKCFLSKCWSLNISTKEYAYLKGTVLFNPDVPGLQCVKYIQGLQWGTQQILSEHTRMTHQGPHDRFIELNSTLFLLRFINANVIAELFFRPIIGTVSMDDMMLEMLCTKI
ssDAF12 agonist: S. stercoralis DAF-12 activation, primary screen; HEK293 ssDAF-12/GRIP1 lit1-tk-luc reporter, luminescence; % of 3 µM dafachronic acid response; activation, % at 6.8 µM; 370,000 compounds, 1% hits; AID 652126;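 active = activation above the mean over all tested compounds plus 3 SD, cut at about 0.9% in these data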;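 note: 0% = DMSO-only wells and 100% = 3 µM delta7-dafachronic acid wells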
GC-B act: GC-B (human) receptor activation | 370,000 compounds, 0.11% hits | HEK293-GC-B cells, CNP EC30, cGMP TR-FRET; 0% at EC30 CNP, 100% saturating CNP | AID 1920062 | activation, % at 10 µM;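 active = activation at 10 µM reaching about 35% in either raw or pattern-adjusted values, limit read from the data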
KLK7 zymogen act: activators of human kallikrein-7 zymogen. purified proKLK7, EDANS-DABCYL substrate fluorescence; 100% is mature enzyme control, 0% vehicle. P49862. AID 652039. activation, % at 7 µM. 370,000 compounds, 0.9% hits;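 active = activation above the mean of all tested compounds plus 3 SD, computed per campaign excluding outliers beyond control limits, cut at about 13% in these data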
Target sequence (P49862 whole entry, looked up): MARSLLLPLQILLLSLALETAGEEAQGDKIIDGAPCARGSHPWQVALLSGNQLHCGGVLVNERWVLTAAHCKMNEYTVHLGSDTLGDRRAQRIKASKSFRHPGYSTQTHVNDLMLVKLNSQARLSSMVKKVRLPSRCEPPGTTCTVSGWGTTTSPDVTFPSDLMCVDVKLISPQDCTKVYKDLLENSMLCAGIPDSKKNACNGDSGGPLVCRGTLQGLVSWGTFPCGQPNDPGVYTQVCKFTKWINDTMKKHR
DAX1 inh-2: inhibitors of DAX1 repression of SF-1 activated StAR promoter; AID 652010; 370,000 compounds, 1.1% hits; HEK293T StAR-luciferase reporter, SF-1/DAX-1 repression relief; inhibition, % at 6.8 µM;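 active = inhibition above the mean over all tested compounds plus 3 SD, cut at about 3.6% in these data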;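 note: 0% = DAX-1 cells with DMSO and 100% = cells lacking DAX-1 with DMSO; higher inhibition means more luminescence from relief of DAX-1 repression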
* marks the source's active call; other numbers are inactive results; x = no result given. Rows were taken by chance. About 6.7% of those tested had a hit in this group.

molecule | SMARCA2 act | sPLA2-III inh | hgDAF12 agonist | hcDAF-12 act | NPR1 activator | FXN GAA850 act | DAX1 inh-1 | ssDAF12 agonist | GC-B act | KLK7 zymogen act | DAX1 inh-2
CC(=O)c1cccc(NC(=O)c2cc3nc(C)cc(C)n3n2)c1 | 2.8 | 7.0 | 6.1 | -0.9 | -1.0 | 2.3 | 1.4 | -0.9 | 0.6 | 1.8 | 1.3
COc1cc(/C=N/NC(=O)C2(O)c3ccccc3-c3ccccc32)ccc1O | -3.2 | 1.4 | 3.4 | 0.0 | -3.3 | -0.4 | -0.2 | -1.1 | 0.4 | -1.6 | -0.1
CCn1c(C)cc(O)cc1=O | 4.5 | -0.6 | 2.1 | 0.0 | 3.4 | 1.1 | -0.8 | -1.8 | -10.7 | -0.4 | 0.4
Cc1ccccc1Nc1nc(N)nc(CSc2nc3ccccc3c(=O)n2CCCO)n1 | 5.0 | -2.0 | -2.4 | -2.0 | -1.0 | 3.7 | -1.7 | -1.8 | -3.6 | 0.2 | -0.6
Cc1ccccc1Nc1nc(N)nc(COC(=O)c2cccc(S(=O)(=O)N(C)c3ccccc3)c2)n1 | 1.3 | -14.4 | -2.1 | -0.9 | -0.7 | -1.5 | 3.7 | -1.4 | -5.8 | -0.4 | -0.1
Cc1ccc(Cl)cc1NC(=O)CCC(=O)NCc1ccco1 | 0.6 | -3.6 | -2.6 | -2.1 | 3.2 | 1.4 | -0.1 | -1.0 | 0.5 | 1.1 | -0.1
CCOc1cc(C(=O)Nc2cc(C(=O)OC)ccc2C)ccc1OCC(=O)N1CCOCC1 | -1.1 | 5.5 | 0.7 | -1.7 | -2.1 | -0.9 | 0.1 | -1.3 | 4.8 | -0.3 | -1.3
CCCc1cc(SCC(=O)Nc2c(C)n(C)n(-c3ccccc3)c2=O)n2c(nc3ccccc32)c1C#N | 2.0 | 1.7 | 2.0 | 0.0 | -1.7 | x | x | -0.3 | -1.4 | 0.2 | -0.2
O=C(CSCCO)N1CCc2ccccc21 | 0.3 | 5.2 | 3.6 | 1.9 | 5.4 | -2.5 | -0.2 | 0.6 | 1.3 | -0.1 | 0.1
O=C(NCC1CCCN1S(=O)(=O)c1cccs1)C(=O)Nc1ccccc1 (stereo unspecified) | 1.5 | -0.1 | 1.0 | 0.0 | 1.8 | 1.6 | 0.2 | -1.1 | 2.1 | 0.6 | -0.1
Cc1ccc(/C=C2\SC(=S)N(CCC(=O)NNC(=O)c3cccc(O)c3)C2=O)cc1 | 1.3 | -36.4 | 5.7 | -1.9 | -4.9 | -1.3 | 0.9 | -0.7 | -1.1 | -0.3 | -0.2
Cc1sc2ncnc(N3CCC(C(=O)Nc4ccc(OC(F)F)c(Cl)c4)CC3)c2c1C | -3.2 | 12.7 | 0.4 | -1.6 | -0.8 | 0.9 | -0.7 | -0.9 | -4.0 | -0.7 | -1.5
CC(C)c1ccc(CC(=O)N2CCC2(C)C(=O)Nc2cnc3ccccc3c2)cc1 (stereo unspecified) | -7.1 | 4.5 | -2.7 | -4.1 | 0.6 | 0.0 | x | -2.0 | -0.6 | -0.3 | -2.4
COc1ccc(CN(C)C2CCN(C)CC2)cc1OC | -1.9 | 2.0 | 2.2 | 0.4 | 0.2 | 1.7 | 2.9 | -1.8 | -0.5 | 0.1 | 0.5
O=C(COc1ccc(F)cc1)NCCN1CCCC1 | 1.1 | 3.6 | -0.4 | 1.9 | 0.1 | 0.0 | 1.2 | -0.6 | -1.7 | 0.2 | 0.0
CCCCCCC(=O)N1CCC(c2nc3c(nnn3Cc3ccccc3Cl)c(=O)[nH]2)CC1 | -3.9 | -38.1 | -1.2 | -0.2 | 22.5 | 0.5 | -1.0 | -1.4 | 27.8 | -0.1 | 0.5
O=C(NCc1ccc(F)cc1)OC1CC2CC1[C@H]1CCCCN1C2=O (stereo partly specified) | -1.3 | 11.1 | -3.4 | -2.1 | -0.7 | x | x | -1.3 | -3.8 | 0.0 | 1.0
CSc1ccc(C(=O)C2CCCN(C(=O)c3ccc(C)nc3)C2)cc1 (stereo unspecified) | -3.6 | 4.3 | -1.4 | -0.7 | 0.1 | -1.0 | -1.6 | -1.1 | -2.2 | -0.1 | -0.2
Cc1c(Cl)c([N+](=O)[O-])nn1CC(=O)N1CCc2ccccc2C1 | 2.5 | 0.0 | -0.9 | 0.0 | -1.2 | 1.1 | 1.2 | -1.4 | 3.4 | 0.0 | -0.3
COc1ccc(NS(=O)(=O)c2cc3c(cc2C)NC(=O)CO3)c(OC)c1 | -2.4 | 3.1 | 1.7 | -0.7 | -14.0 | 0.5 | -0.1 | -1.4 | -19.2 | -0.1 | 0.8

Quoted from the listing.
In DAX1 inh-1, COc1ccc(NS(=O)(=O)c2cc3c(cc2C)NC(=O)CO3)c(OC)c1 has -0.1
In SMARCA2 act, CCCc1cc(SCC(=O)Nc2c(C)n(C)n(-c3ccccc3)c2=O)n2c(nc3ccccc32)c1C#N has 2.0

More structures follow:
molecule | SMARCA2 act | sPLA2-III inh | hgDAF12 agonist | hcDAF-12 act | NPR1 activator | FXN GAA850 act | DAX1 inh-1 | ssDAF12 agonist | GC-B act | KLK7 zymogen act | DAX1 inh-2
O=C(c1ccc(F)cc1)N1CCCN(c2nc(-c3ccccc3)ns2)CC1 | 3.9 | -3.9 | 0.9 | -2.0 | 4.3 | 0.4 | x | -0.8 | -2.0 | -0.2 | -0.7
O=C(Nc1cccc(-c2cscn2)c1)C1CCN(Cc2ccc(CO)o2)CC1 | -1.9 | 2.6 | 2.4 | -0.2 | 0.0 | -0.8 | -0.3 | 0.4 | 0.7 | 0.2 | 0.0
Cc1cc(Nc2ccc(Cl)cc2)nc(N2CCOCC2)n1 | 1.8 | -2.5 | 0.5 | 4.4 | 7.2 | 1.5 | x | -0.2 | -5.0 | -0.1 | 0.2
CNC(=O)c1[nH]nc2c1CCc1cc(OC)ccc1-2 | -0.1 | 7.5 | 2.5 | -1.5 | 0.4 | 4.0 | 0.1 | -1.1 | -4.4 | -0.4 | 0.5
c1csc(Cc2nn3c(-c4n[nH]c5c4CCC5)nnc3s2)c1 | 2.1 | -10.6 | 1.5 | -0.4 | 8.8 | 7.5 | 1.4 | -1.5 | 8.8 | 0.4 | -0.7
N#CCSc1nc2cc(C(=O)N3CCCC3)ccc2c(=O)n1Cc1ccccc1 | 1.1 | -1.5 | -0.7 | -0.6 | 18.2 | 0.4 | 0.2 | -1.0 | 17.4 | 0.0 | -0.8
CC(C)C[C@H]1CNC(=S)N1C[C@H]1CCCN1C[C@H](Cc1ccc(O)cc1)N1C[C@H](Cc2ccc(O)cc2)N(CC2CCCCCC2)C1=S | -2.5 | -12.9 | -1.9 | -2.7 | -0.2 | x | x | -1.4 | 2.1 | -0.1 | 0.3
Cc1cc(/C=N\NC(=O)c2cccs2)c(C)n1-c1ccc2ncccc2c1 | 5.8 | -8.6 | 8.0 | 1.4 | -1.1 | 4.0 | 0.1 | -0.3 | 3.8 | -0.3 | 0.8
COc1cc(C(=O)NCC2(c3ccccc3)CCCC2)cc(OC)c1OC | -1.1 | 5.9 | -1.8 | -2.1 | -4.9 | -0.8 | -0.7 | -1.8 | -0.1 | 1.0 | -0.3
O=[N+]([O-])c1ccc(Oc2ccc(OCc3ccccc3)cc2)nc1 | 0.6 | 0.9 | 1.1 | -0.8 | 3.2 | -0.1 | -1.9 | -0.8 | -0.2 | 0.1 | -0.3
COc1ccc(NCC(=O)Nc2ccc(Br)cc2F)c(OC)c1 | -4.6 | 22.1* | -2.2 | -0.4 | -3.9 | -1.3 | -1.7 | -1.7 | 3.8 | 0.5 | 0.5
Cc1cccc(C)c1NC(=O)CN(c1ccccn1)S(=O)(=O)c1ccccc1 | -1.0 | -2.1 | -1.3 | -0.6 | 1.7 | 2.1 | 0.6 | -1.8 | -0.7 | -0.2 | 0.2
Cn1ncc(Br)c1C(=O)NC1CCCCCC1 | -4.8 | 4.3 | -0.4 | 0.1 | 1.5 | 1.3 | 0.2 | -1.4 | -0.7 | 0.4 | -0.3
CC1=C(C#N)C(NC(=O)C2CC2)(C(F)(F)F)C(=O)N1 (stereo unspecified) | 0.7 | -3.5 | 1.2 | -1.7 | -0.6 | 2.1 | -0.2 | -0.8 | 4.9 | -0.2 | -0.3
CC(C)(C)S(=O)(=O)c1c(C(=O)O)cccc1C(=O)O | -2.4 | 8.8 | 2.2 | 0.8 | 0.1 | 1.1 | 1.6 | -1.2 | 1.2 | 0.6 | 0.1
Cc1n[nH]c(C)c1CCN(C)Cc1cn(C)nc1-c1ccc2c(c1)OCCO2 | -0.9 | -2.7 | -0.7 | 0.8 | 0.8 | 1.1 | -1.1 | -2.0 | 5.6 | -0.1 | 1.0
COc1ccccc1C1CCN(c2cc(O)ccc2[N+](=O)[O-])CC1 | -1.1 | -34.5 | -1.0 | -1.6 | 2.8 | 0.1 | -0.9 | -1.4 | 4.0 | -0.3 | -0.3
OC(c1ccccc1)(c1nc(-c2cccc3cccnc23)cs1)C(F)(F)F (stereo unspecified) | -1.4 | -15.6 | 0.3 | -1.7 | -1.4 | 2.7 | x | -0.8 | -2.4 | -0.1 | 1.1
CCOC(=O)NNS(=O)(=O)c1cc(Br)ccc1Br | -3.3 | -5.3 | -1.7 | -0.6 | -1.2 | 1.4 | 0.6 | -1.5 | -2.0 | -0.2 | -0.3
CCO[C@@H]1OC(C(=O)Nc2ccccc2)=C[C@H](c2ccc3c(c2)OCO3)[C@H]1CCCO | -1.0 | -14.8 | -3.6 | -2.9 | -3.9 | 0.7 | 0.7 | -1.8 | -3.8 | 0.2 | -0.1
CC(C)c1[nH]nc2c1C(Cc1ccccc1)C(C#N)=C(N)O2 (stereo unspecified) | -1.7 | -6.8 | 0.5 | 0.7 | 2.8 | 2.1 | 3.6 | -0.7 | 0.0 | 0.1 | -1.1
Cc1nn(-c2ccc(F)cc2)c(Cl)c1/C=C(/CCC(=O)O)c1nc2ccccc2s1 | -3.5 | -2.9 | -0.7 | -1.3 | 10.0 | -2.7 | 1.1 | -0.3 | -5.4 | 0.0 | -0.2
NNC(=O)C(=O)Nc1ccc(Cl)c(Cl)c1 | 1.2 | -4.5 | 2.1 | 0.4 | 0.6 | 0.1 | x | -1.9 | 3.6 | 0.1 | -0.1
Cc1cc(C)n(-c2nnc(NC(C)(C)C)nn2)n1 | 5.3 | -0.8 | 2.7 | 3.8 | 2.9 | 4.0 | 2.4 | -0.9 | 5.9 | -0.6 | 1.5
O=C1NC[C@@H](CCCCN2C[C@H](Cc3ccccc3)N(CC3CCCCC3)C(=O)C2=O)N(CCc2ccc(O)cc2)C1=O | -3.5 | -2.0 | -3.6 | -0.8 | -1.8 | x | x | -1.1 | 1.6 | -0.6 | 1.2
COc1ccccc1N1CCN(C(=O)/C=C/c2cccc([N+](=O)[O-])c2)CC1 | -0.8 | 1.5 | -1.7 | -1.9 | 6.2 | -0.3 | -0.5 | -1.2 | -2.1 | -0.2 | 0.1
